CHT allo act = allosterically activates the human high affinity choline transporter; hit rate 0.49% among 310,000; B-score at 10 µM; CHT-expressing cells, membrane potential dye, choline EC20; active compounds read high; LV-AA mutant CHT in HEK293 cells;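 active = initial fluorescence not abnormally high and integrated response B-score, plate-corrected, over 3 SD above library mean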
Target sequence (Q9GZV3 whole entry, looked up): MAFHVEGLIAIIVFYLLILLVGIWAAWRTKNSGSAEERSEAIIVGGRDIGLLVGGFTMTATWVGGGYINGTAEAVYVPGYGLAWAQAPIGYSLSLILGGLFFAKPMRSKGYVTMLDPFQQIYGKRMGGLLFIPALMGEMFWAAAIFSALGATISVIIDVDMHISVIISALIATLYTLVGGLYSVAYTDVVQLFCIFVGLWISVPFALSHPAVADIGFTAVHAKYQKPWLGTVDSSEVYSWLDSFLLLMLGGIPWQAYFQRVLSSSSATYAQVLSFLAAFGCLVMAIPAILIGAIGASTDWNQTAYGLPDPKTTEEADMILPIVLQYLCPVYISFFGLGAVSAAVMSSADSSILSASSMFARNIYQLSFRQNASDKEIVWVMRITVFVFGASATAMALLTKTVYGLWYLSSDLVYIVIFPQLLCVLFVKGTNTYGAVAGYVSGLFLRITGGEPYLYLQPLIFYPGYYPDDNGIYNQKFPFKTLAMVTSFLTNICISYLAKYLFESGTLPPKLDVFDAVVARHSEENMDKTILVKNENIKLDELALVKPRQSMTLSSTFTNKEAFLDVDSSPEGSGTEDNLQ
OX1R antagonist = blocks the human orexin 1 receptor; CHO/OX1R cells, Fluo-8 calcium fluorescence, orexin A; hit rate 0.43% among 330,000; O43613; inhibition, % at 5 µM;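 active = inhibition above its plate's threshold, mean inhibition of all tested compounds on the plate plus 3 SD, cut at about 37% in these data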;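 note: 0% = orexin A challenge wells and 100% = SB-334867-A antagonist wells; not every result past the cut was called active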
Target sequence (O43613 whole entry, looked up): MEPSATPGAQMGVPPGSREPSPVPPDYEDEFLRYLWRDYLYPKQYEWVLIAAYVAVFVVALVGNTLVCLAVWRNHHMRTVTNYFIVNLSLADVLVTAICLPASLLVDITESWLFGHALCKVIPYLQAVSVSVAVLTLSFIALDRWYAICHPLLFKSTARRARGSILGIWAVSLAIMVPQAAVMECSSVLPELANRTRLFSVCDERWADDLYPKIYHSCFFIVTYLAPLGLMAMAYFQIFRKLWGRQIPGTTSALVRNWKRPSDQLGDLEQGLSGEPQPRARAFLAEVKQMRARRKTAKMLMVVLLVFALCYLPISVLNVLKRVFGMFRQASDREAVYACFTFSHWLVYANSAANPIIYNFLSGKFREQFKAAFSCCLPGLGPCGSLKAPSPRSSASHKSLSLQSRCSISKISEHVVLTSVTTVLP
Active calls of the source: *; i = inactive; x = no result given; & = joins results of further samples.

Values in the order – CHT allo act	OX1R antagonist
COC(=O)c1ccc(OCC(O)CN2CCC(C)CC2)cc1 (stereo not given)
 : i	-22
CCOC(=O)N1CCC(N(CCN(C)C)C(=S)Nc2cc(C)cc(C)c2)CC1
 : i	-7
Cc1ccc(-c2c(=O)n(O)c3ccccc3[n+]2[O-])cc1
 : i	x
COC(=O)COc1ccc(S(=O)(=O)NCc2ccc3c(c2)OCO3)cc1C
 : i	-16
Cn1cc(C(=O)N2CCN(c3ccccc3)CC2)c(=O)c2cc(S(=O)(=O)N3CCOCC3)ccc21
 : i	-4
CCCCNc1nc2ccccc2nc1Cl
 : i	-23
CCN(CC)CCCNC(=O)c1ccc2c3n(nc2c1)-c1ccc(Cl)cc1CO3
 : i	-29
O=C(Nc1ccc(F)c(Cl)c1)Nc1cnccn1
 : i	-7
COc1ccc(NC(=O)C2CC(c3c(F)cccc3Cl)=NO2)cc1 (stereo not given)
 : i	-14
CN(Cc1ccc2c(c1)OCO2)C(=O)c1cc(-c2ccccc2)c(N2CCOCC2)s1
 : x	1
Cc1ccc2c(Cl)cc(Cl)c(OCC(=O)NC(=O)NCc3ccco3)c2n1
 : i	-43
COc1ccc(C2CC(C)=NN2C=O)cc1OC (stereo not given)
 : i	-14
Cc1nn(CC(=O)NCc2cccnc2)c(C)c1[N+](=O)[O-]
 : i	-10
Clc1ccccc1-c1nc(-c2ccncc2)no1
 : i	-4&-12
CN(CC(=O)Nc1ccc(Cl)c(Cl)c1)C(=O)CC1OC(=O)c2ccccc21 (stereo not given)
 : i	-15
Cc1sc2ncnc(OCC(=O)N3CCN(S(=O)(=O)c4ccc(Cl)cc4)CC3)c2c1C
 : i	-37
O=C(O)C1CCCCC1C(=O)NCCc1ccccc1 (stereo not given)
 : i	-12
CCOC(=O)C1(CCc2ccccc2)CCN(Cc2c(O)cccc2OC)CC1
 : i	-2
O=C(COc1ccccc1)Nc1nnc(COc2ccccc2)s1
 : i	x
O=C(O)c1ccc(CSc2nnc(SCc3ccccc3)s2)cc1
 : i	8
CCOc1ccccc1N(CC(=O)NC1CCCCC1)S(=O)(=O)c1ccc(C)cc1
 : i	7
COC(=O)c1ccc2c(=O)n(Cc3ccc4c(c3)OCO4)c(=S)[nH]c2c1
 : i	-10
CC(CCOS(N)(=O)=O)c1ccccc1 (stereo not given)
 : i	-18
CCOC(=O)C1CCCN(C2=NC(=O)/C(=C/c3ccc(OC)c(OC)c3)S2)C1 (stereo not given)
 : i	-19
N#C/C(=C1/CCCCCN1)c1nnc2n1CCCCC2
 : i	16
O=C(NCCCN1CCCC1)c1ccc2c(c1)N(Cc1ccc(F)cc1)C(=O)c1ccccc1S2=O (stereo not given)
 : i	-27
Cc1cccc(OCC(=O)N(Cc2nnc(-c3ccccc3Cl)o2)C2CC2)c1
 : x	-26
COCCN1CC(O)=C(c2nc3ccccc3c(=O)[nH]2)C1=N
 : i	0
O=C(CSc1nc(-c2ccc(F)cc2)cs1)Nc1ccccn1
 : i	5
CCn1c(SCC(=O)c2cccs2)nnc1-c1cccs1
 : i	-21

Part of the list above, field by field:
CCOC(=O)C1CCCN(C2=NC(=O)/C(=C/c3ccc(OC)c(OC)c3)S2)C1 (stereo not given)
  CHT allo act: i | OX1R antagonist: -19

COC(=O)c1ccc(OCC(O)CN2CCC(C)CC2)cc1 (stereo not given)
  CHT allo act: i | OX1R antagonist: -22

O=C(COc1ccccc1)Nc1nnc(COc2ccccc2)s1
  CHT allo act: i | OX1R antagonist: x

CN(CC(=O)Nc1ccc(Cl)c(Cl)c1)C(=O)CC1OC(=O)c2ccccc21 (stereo not given)
  CHT allo act: i | OX1R antagonist: -15

(list continues)
Values in the order – CHT allo act	OX1R antagonist
Cc1cccc(C(=O)OCC(=O)N(C)C(c2ccccc2)c2ccccc2)c1[N+](=O)[O-]
 : x	26
O=C1Nc2cc(C(=O)NCCCN3CCCC3)ccc2S/C1=C\c1ccccc1
 : i	-21
CCCCNC(=O)c1sc(=S)n(-c2ccccc2OC)c1N
 : i	-20
O=C(OCc1ccc([N+](=O)[O-])cc1Cl)c1cnccn1
 : i	-15
CCCN(Cc1ccccc1)C(=S)Nc1ccc(OC(F)F)cc1
 : i	-8
C=CCOc1ccc(CNC(C)(C)CO)cc1OCC
 : i	-18
COc1ccc(CCNCc2c(OC)ccc3ccccc23)cc1OC
 : i	-32
COc1cc(C(=O)Nc2cccc(-n3cnnn3)c2)cc(Cl)c1OC
 : i	-21
Cc1cc(OCC(=O)N(C(C)C)C(C)C)ccc1Cl
 : i	-16
Cc1noc(C)c1COc1ccccc1C(=O)N(C)CC(=O)Nc1ccc(F)cc1
 : i	-24
O=C(CN(Cc1ccc(Cl)cc1)S(=O)(=O)c1ccccc1)NCC1CCCO1 (stereo not given)
 : i	-18
COc1ccc(CN(Cc2ccccn2)C(=O)CN2C(=O)C(C)Oc3ccccc32)cc1 (stereo not given)
 : i	-14
O=C(NCCN1CCCC1)C1CCN(S(=O)(=O)N2CCC3(CC2)OCCO3)CC1
 : i	10
CCOC(=O)c1sc(=S)n(-c2cccc(C(F)(F)F)c2)c1SC
 : i	-15
Cc1ccc(NC(=O)Nc2sc(=S)n(C)c2C)cc1
 : i	-1
COc1ccc(NC(=O)CCn2c(=S)[nH]c3ccccc3c2=O)cc1
 : i	-17
CCOC(=O)C1=C(C)NC(=O)NC1c1ccc(OCC(=O)OC)c(OC)c1 (stereo not given)
 : i	-10
O=C(Nc1cc(C(F)(F)F)ccc1Cl)c1cc(C2CC2)on1
 : i	-12
CCOC(=O)CCNC(=O)N1CCC(CCC(=O)NCc2ccc(F)cc2)CC1
 : i	-23
CCOc1cccc(/C=N/N2C(C)CCCC2C)c1O (stereo not given)
 : i	-19
COc1cccc(-c2c[nH]c(=O)[nH]c2=O)c1
 : i	-22
COc1ccc2cc(Br)ccc2c1CC(=O)NC(C)C
 : i	-31
COc1ccc(Cl)cc1C(=O)NNC1CC(=O)N(Cc2ccc(Cl)cc2)C1=O (stereo not given)
 : i	-11
CCN(Cc1nc(-c2cccc(C)c2)no1)C(=O)c1ccc2c(c1)OCO2
 : i	-6
CC(=O)Nc1ccc(N/C=C(\C#N)S(=O)(=O)c2ccc(Cl)cc2)cc1
 : i	-19
Nc1nnc(Cc2ccc(Cl)cc2)s1
 : i	0
CCOC(=O)CCn1nc(-c2ccc(C)cc2)c2ccccc2c1=O
 : i	-7
O=C(CSCc1ccc(Cl)cc1)NN=C1CCCCCC1
 : i	-10
CCOC(=O)c1cnn(-c2ccc(C(F)(F)F)cn2)c1N
 : i	-16
O=C(NCCN1CCOCC1)c1ccc2c(c1)N(Cc1ccccc1)C(=O)CS2
 : i	-13

Among those listed so far, these have a thiophene ring, fused or not:
Values in the order – CHT allo act	OX1R antagonist
CN(Cc1ccc2c(c1)OCO2)C(=O)c1cc(-c2ccccc2)c(N2CCOCC2)s1
 : x	1
Cc1sc2ncnc(OCC(=O)N3CCN(S(=O)(=O)c4ccc(Cl)cc4)CC3)c2c1C
 : i	-37
CCn1c(SCC(=O)c2cccs2)nnc1-c1cccs1
 : i	-21

(list continues)
Values in the order – CHT allo act	OX1R antagonist
Cc1nc(SCC(N)=O)[nH]c(=O)c1CCC(C)C
 : i	-1
COc1ccc(/C=C2\Sc3ccc(C(=O)N4CCCC4)cc3N(C)C2=O)cc1OC
 : i	-17
CC(OC(=O)c1ccc2ncsc2c1)C(=O)Nc1cccc(Cl)c1 (stereo not given)
 : x	-1
CCOc1ccc(S(=O)(=O)NCCC(=O)N(CC)CC(=O)Nc2c(F)cccc2F)cc1
 : i	-12
COc1ccc(CCN2CC(C(=O)NCCN3CCNC3=O)CCC2=O)cc1 (stereo not given)
 : i	-12
O=C(c1cccs1)N1CCN(c2ccc([N+](=O)[O-])cc2F)CC1
 : i	-17
COc1cccc(NC(=O)N(CCCN2CCOCC2)C(C)c2cc3ccccc3o2)c1 (stereo not given)
 : i	-21
N#CC(C#SN)=C1CCCCC1
 : i	-19
O=c1cc(Cl)[nH]c(=O)n1CCNc1ncc(C(F)(F)F)cc1Cl
 : i	-8
COc1ccc(CNC(=O)CSc2ncnc3nc[nH]c23)cc1
 : i	0
CCCCCNC(=O)CSC1=N/C(=C\c2ccc(Cl)c(Cl)c2)C(=O)N1CC
 : i	-13
O=C(C1CCC(Cn2c(=S)[nH]c3ccccc3c2=O)CC1)N1CCN(c2ccccc2)CC1 (stereo not given)
 : i	-3
CC1C(=O)N2CCCc3cc(S(=O)(=O)NCCc4ccccc4)cc1c32 (stereo not given)
 : i	-9
CCOc1ccc(/C=N/OC(C)C(=O)NCc2ccc3c(c2)OCO3)cc1 (stereo not given)
 : i	-34
CCCNC(=S)N1CCC(C(=O)c2ccc3c(c2)OCCO3)CC1
 : i	-7
CC(NC(=O)Cc1cccs1)c1ccccc1 (stereo not given)
 : i	-1
O=C(NCc1ccccc1)/C(=C/c1ccc(OC(F)F)cc1)c1ccccc1
 : i	-15
O=C1CN(C(=O)COC(=O)c2cccc(S(=O)(=O)NCc3ccccc3)c2)c2ccccc2N1
 : i	0
CC(C)(C)OC(=O)N1CCC(C(=O)Nc2ccc(C(=O)N3CCOCC3)cc2)CC1
 : x	5
CN1CCc2nc(SCC(=O)Nc3ccc(Cl)cc3)c(C#N)cc2C1
 : i	-9
O=C(O)CCCCCn1c(SCC(=O)c2ccc(O)c(O)c2)nc2ccsc2c1=O
 : i	-8
C/C(N)=C(/C#N)C(=O)CSc1nc2cc(Cl)ccc2c(=O)n1-c1ccc(C)cc1
 : i	-1
CC(C)(C)c1ccc(S(=O)(=O)N2CCN(CCC#N)CC2)cc1
 : i	2
O=C(O)c1ccc(Nc2nc3ccccc3nc2NS(=O)(=O)c2cccs2)cc1
 : i	-12
COc1ccc(N(CC(=O)NC2CCS(=O)(=O)C2)S(=O)(=O)c2cc(C)ccc2C)cc1 (stereo not given)
 : x	-22
Cc1oc2ccc(OCc3ccc(F)cc3)cc2c1C(=O)O
 : i	-4
CCOc1ccc(C(C)=O)cc1N1C(=O)C2C3C=CC(O3)C2C1=O (stereo not given)
 : i	-21
COc1ccc(C(CNC(=O)c2c(C)nn(Cc3ccc(C)cc3)c2Cl)N2CCOCC2)cc1 (stereo not given)
 : x	-20
COC(=O)C1=C(C)N(C(C)C)C(=O)C1(NC(C)=O)C(F)(F)F (stereo not given)
 : i	0
O=C(CCC(=O)N1CCN(c2ccccc2F)CC1)c1ccc(Cl)s1
 : x	1
CC(=O)Nc1c(Cl)n(C(C)=O)c2ccccc12
 : i	-17
CC1(C)CC(=O)c2cc(OCC(=O)N3CCN(c4ccccc4F)CC3)ccc2O1
 : i	-11
COC(=O)CSc1nnc(-c2ccncc2)n1N
 : i	6
O=C(CSc1ccc([N+](=O)[O-])cc1)Nc1cccc(S(=O)(=O)N2CCOCC2)c1
 : x	18
O=C(Cc1c(Cl)cccc1Cl)N1CCN(S(=O)(=O)c2cccs2)CC1
 : x	-1
Cc1ccc(NC(=S)NCc2ccccc2)cc1S(=O)(=O)N1CCCCC1
 : i	7
O=C(/C=C/c1ccc([N+](=O)[O-])cc1)NC1CC2CCC1C2 (stereo not given)
 : i	-21
Cc1cc(C(=O)COC(=O)C23CC4CC(CC(O)(C4)C2)C3)c(C)n1C
 : x	-16
CCn1c(C(=O)OC)cc2c1ccn2-c1ccc(F)cc1
 : i	-21
CCN(CC)CCNC(=O)c1ccc(NC(=O)c2ccc(C(=O)c3ccccc3)cc2)cc1
 : i	-14
CCc1ccc(S(=O)(=O)c2nnn3c2nc(N2CCOCC2)c2ccccc23)cc1
 : i	-26
C=C(C)C1CC=C(C)/C(=N/NC(=O)c2ccc(NC(=O)CCC)cc2)C1 (stereo not given)
 : i	-22
COc1cc(NS(=O)(=O)c2ccc(NC(=S)NC(=O)COc3ccccc3OC)cc2)nc(OC)n1
 : i	-14
CCCCNC(=O)c1ccc(CS(=O)(=O)c2ccc(OC)cc2)o1
 : i	-16
COc1ccc(-c2nc(SC(C)C(=O)Nc3ccc(NC(C)=O)cc3)n[nH]2)cc1 (stereo not given)
 : i	-10
FC(F)(F)c1ccc(C2[C@H]3CN(CC4CCCCC4)[C@H](c4ccccc4)C34CC2(c2cccnc2)C4)cc1 (stereo not given in full)
 : i	-59
CCOC(=O)C1(CCOc2ccccc2)CCN(Cc2cccc(OC)c2O)CC1
 : i	-31
CN(C)CCCOc1ccc(C(C)(C)c2ccccc2)cc1
 : i	-14
COc1cccc(CCNC(=O)c2cccc(NC(=O)C3=C(C)OCCS3)c2)c1
 : i	-24
O=C1N/C(=N\N=C\c2cccs2)SC1Cc1cccc(Cl)c1 (stereo not given)
 : i	-7
CC(Oc1ccc(Br)cc1Br)C(=O)Nc1cccnc1Cl (stereo not given)
 : i	x
CC(C)NC(=O)C1CCN(C(=O)N(C)C)CC1
 : i	-10
CCOc1c(Cl)cc(/C=C/C(=O)N(CC)CC(=O)Nc2ccc(NC(C)=O)cc2)cc1OC
 : i	-26
CC(=O)Nc1ccc(C(F)(F)F)cc1Cl
 : i	-13
Cc1ccc(CNC(=O)CSc2nc3n[nH]c(C)c3c(=N)n2-c2cccc(C)c2)cc1
 : i	-2
COc1ccc2ccccc2c1/C=N\NC(=O)c1cccnc1
 : i	-33
O=C(COC(=O)c1n[nH]c2ccccc12)Nc1ccccc1
 : i	-16
Cc1noc(C)c1COC(=O)c1cccc(S(=O)(=O)N2CCCCCC2)c1
 : i	13
CCOc1cc(NC(=S)NCCCN2CCOCC2)c(OCC)cc1NC(=O)c1ccc(OC)cc1
 : i	-17
O=C(O)/C=C/c1ccc(S(=O)(=O)N(CCO)CCO)cc1
 : i	7
CCOc1ccc(Br)cc1/C=N/O
 : i	7
CC(C)(C)C(=O)NC1CCN(S(=O)(=O)c2ccc(C(F)(F)F)cc2)CC1
 : i	-20
